PLCb3 inh = human PLC-beta3 inhibitors, primary screen, biochemical, fluorescence. 1-phosphatidylinositol 4,5-bisphosphate phosphodiesterase beta-3 (Homo sapiens), Q01970. AID 720704, 2013. inhibition, % at 12.2 µM. hit rate 0.18% among 370,000. Purified PLC-beta3, fluorogenic substrate; in the data active means inhibition above about 11%;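 further: 0% = median of compound wells on plate and 100% = full blocker control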
SMARCA2 activ = SMARCA2 (BRM) function activators, primary screen, cell-based, luminescence, high throughput | activation, % at 9.1 µM | MG213 cells, MMTV-luciferase reporter, dexamethasone, overnight | AID 652017, 2013 | hit rate 1% among 370,000; in the data active means activation above about 7.8%;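 further: 0% = vehicle wells and 100% = reference activator wells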
GAA850 FXN act = FXN promoter activators, primary screen, cell-based, luciferase luminescence, HEK293 lucGAA850; hit rate 0.56% among 360,000; activation, % at 6 µM; HEK293 lucGAA850 FXN promoter luciferase reporter, 24 h; percent of 10 µM SAHA response;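 active means activation above the average of all compounds screened plus 3 SD, cutoff fixed separately per campaign, cut at about 7.5% in these data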;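 further: 0% = DMSO wells and 100% = 10 µM SAHA wells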
ssDAF12 agonist = S. stercoralis DAF-12 nuclear receptor activators, primary screen, cell-based, luminescence, HEK293, GRIP1 co-expression, lit1-tk-luc; AID 652126, 2013; Nuclear hormone receptor DAF-12 (Strongyloides stercoralis); hit rate 1% among 370,000; HEK293 ssDAF-12/GRIP1 lit1-tk-luc reporter; % of 3 µM dafachronic acid response; activation, % at 6.8 µM;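 active means activation above the mean over all tested compounds plus 3 SD, cut at about 0.9% in these data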;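 further: 0% = DMSO-only wells and 100% = 3 µM delta7-dafachronic acid wells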
DAX1 inh-1 = DAX1 (NR0B1) inhibitors, primary screen, cell-based, HEK293, Gal4-DAX1, luciferase luminescence | HEK293 Gal4-DAX1 luciferase reporter | AID 504766, 2011 | inhibition, % at 6.75 µM | hit rate 0.99% among 340,000 | Nuclear receptor subfamily 0 group B member 1 (Homo sapiens), P51843;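 active means inhibition above the mean over all tested compounds plus 3 SD, cut at about 4.2% in these data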;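 further: 0% = DAX1-transfected cells with DMSO and 100% = empty-vector control cells with DMSO; inhibition shows as a rise in luminescence from relieved DAX1 repression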
Target sequence (P51843 207-470 limits assumed): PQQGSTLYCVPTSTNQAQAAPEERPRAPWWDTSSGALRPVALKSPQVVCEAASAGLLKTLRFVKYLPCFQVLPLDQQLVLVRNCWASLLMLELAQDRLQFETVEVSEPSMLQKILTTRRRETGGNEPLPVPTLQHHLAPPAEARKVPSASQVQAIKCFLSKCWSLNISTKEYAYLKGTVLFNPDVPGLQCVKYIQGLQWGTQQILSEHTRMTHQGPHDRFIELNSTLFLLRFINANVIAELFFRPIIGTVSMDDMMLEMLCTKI
NR1D1 modulator = modulators of Rev-erb alpha DNA binding, primary screen, biochemical, FITC-DNA, fluorescence polarization, uHTS; Rev-erbα–FITC-DNA binding, 90 min; activity, % at 10 µM; hit rate 0.79% among 370,000; AID 1259318, 2017;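 active means activity above about 14%, limit read from the data; passing the limit was not always enough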;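 further: 0% = DMSO wells with 35 nM protein and 100% = DMSO wells with 750 nM protein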
HGIII-sPLA2 inh = human group III sPLA2 inhibitors, primary screen, biochemical, QFRET, BODIPY PC-A2 liposome substrate; Group 3 secretory phospholipase A2 (Homo sapiens), Q9NZ20; QFRET BODIPY PC-A2 liposome hydrolysis, fluorescence; AID 743126, 2013; inhibition, % at 12.2 µM; hit rate 0.56% among 370,000;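 active means inhibition above mean plus 3 SD of compounds lying within the high and low control bounds, cut at about 19% in these data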;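 further: 0% = median of test compound wells and 100% = no enzyme DMSO wells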
Target sequence (Q9NZ20 whole entry, looked up): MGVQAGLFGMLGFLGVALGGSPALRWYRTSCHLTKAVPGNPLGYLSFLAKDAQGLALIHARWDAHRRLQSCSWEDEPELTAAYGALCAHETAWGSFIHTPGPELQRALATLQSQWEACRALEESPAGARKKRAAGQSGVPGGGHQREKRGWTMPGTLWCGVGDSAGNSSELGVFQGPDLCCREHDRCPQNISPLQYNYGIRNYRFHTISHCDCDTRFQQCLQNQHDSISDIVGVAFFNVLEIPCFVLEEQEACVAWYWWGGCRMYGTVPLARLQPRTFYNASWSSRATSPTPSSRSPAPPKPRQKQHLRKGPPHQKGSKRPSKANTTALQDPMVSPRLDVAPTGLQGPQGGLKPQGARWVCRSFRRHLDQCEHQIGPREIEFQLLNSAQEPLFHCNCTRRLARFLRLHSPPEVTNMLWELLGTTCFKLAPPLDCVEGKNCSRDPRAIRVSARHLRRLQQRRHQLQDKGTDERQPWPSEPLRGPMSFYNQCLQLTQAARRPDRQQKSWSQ
hcDAF-12 act = H. contortus DAF-12 nuclear receptor activators, primary screen, cell-based, luminescence, HEK293, lit1-tk-luc reporter; activation, % at 6.8 µM; AID 652067, 2013; HEK293 hcDAF-12 lit1-tk-luc reporter; 0% DMSO, 100% Δ7-dafachronic acid; hit rate 1.4% among 370,000;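 active means activation above the mean of all tested compounds plus 3 SD, cut at about 5.5% in these data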;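 further: 100% = response to 3 µM Δ7-dafachronic acid high control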
PG9 Ab binder = binders of HIV-1 gp120 antibody PG9, primary screen, biochemical, TR-FRET; inhibition, % at 6.7 µM; hit rate 0.43% among 360,000; TR-FRET gp120-PG9 antibody binding; HIV-1 gp120 / PG9 antibody interaction; in the data active means inhibition above about 8.5%
hgDAF12 agonist = H. glycines DAF-12 receptor agonists, primary screen, cell-based, luminescence, HEK293, GAL4 fusion, UAS-luciferase; Nuclear hormone receptor DAF-12 (Heterodera glycines), GAL4 fusion; HEK293 GAL4-hgDAF12 UAS-luciferase reporter, agonist luminescence; normalized to butyrate control; activation, % at 6.8 µM; hit rate 1.8% among 370,000; AID 687014, 2013;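 active means activation above a cutoff set at the mean of all screened compounds plus 3 SD, cut at about 10% in these data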;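 further: 0% = DMSO wells and 100% = sodium butyrate wells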
DAX1 inh-2 = DAX1 (NR0B1) inhibitors on StAR promoter, primary screen, cell-based, luminescence, SF-1 (NR5A1), full-length DAX-1 | AID 652010, 2013 | hit rate 1.1% among 370,000 | inhibition, % at 6.8 µM | HEK293T StAR-luciferase reporter, SF-1/DAX-1 repression relief;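 active means inhibition above the mean over all tested compounds plus 3 SD, cut at about 3.6% in these data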;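 further: 0% = DAX-1 cells with DMSO and 100% = cells lacking DAX-1 with DMSO; higher inhibition means more luminescence from relief of DAX-1 repression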
Active calls of the source: *; . = not tested or not shown.

compound	PLCb3 inh	SMARCA2 activ	GAA850 FXN act	ssDAF12 agonist	DAX1 inh-1	NR1D1 modulator	HGIII-sPLA2 inh	hcDAF-12 act	PG9 Ab binder	hgDAF12 agonist	DAX1 inh-2
CC1Cc2ccccc2N1Cc1cc(=O)c(OCC(=O)Nc2ccccc2)co1 (stereo not drawn)	-16	-3	0.0	-0.7	-1.3	2	-10	-0.9	2.3	-1.9	-2.5
CC(=O)NC12CC3CC(C1)CC(C(=O)N1CCN(C(=O)c4ccco4)CC1)(C3)C2	-6	-2	0.1	-1.5	0.0	6	14	0.5	1.1	-0.2	0.3
COc1ccccc1-c1ncn(Cc2cccc(-c3ccccc3)c2)c1-c1cc(C)cc(C)c1	-3	-6	.	-1.0	.	6	-3	-1.8	-1.4	-2.9	-0.3
CC(Sc1nnnn1-c1ccc(O)cc1)C(=O)NC1CCCCC1C (stereo not drawn)	-7	1	0.5	-0.8	0.1	6	-6	-0.4	-2.8	3.0	-1.8
Cc1ccc(S(=O)(=O)NCC(=O)N(CC2CCCO2)C(C(=O)NC2CCCCC2)C(C)C)cc1 (stereo not drawn)	-8	-2	-1.5	-1.0	0.5	-4	3	-1.6	-0.3	-1.6	0.1
CC(c1ccc2ccccc2c1)c1ccccc1C(=O)O (stereo not drawn)	-2	-3	0.2	-1.4	1.4	-1	8	0.1	1.2	0.2	-0.3
CCCNC(=O)CCn1c(-c2ccc(C)cc2)cc(C(=O)OCC)c1C	0	-1	-2.5	-1.6	-0.3	3	-6	-2.3	2.7	-1.6	-0.1
Nc1nc(NCc2ccco2)nc(N2CCCC2)c1[N+](=O)[O-]	-1	-1	3.3	-2.0	2.7	5	-4	-1.1	-2.0	-2.4	0.2
O=C(NC1CCCN(c2ccc(C(F)(F)F)cn2)C1)c1ccnc(Cl)c1 (stereo not drawn)	-8	1	1.0	-1.1	0.7	6	-1	-0.2	-3.2	-0.4	-0.3
CCC(C)(O)c1[nH]c2ccc(C(=O)OC)cc2c1C (stereo not drawn)	-7	2	2.8	-0.4	-0.2	1	-12	-0.4	-2.4	0.5	0.0
Cc1ccc(S(=O)(=O)N2CCN(C(=O)c3ccc([N+](=O)[O-])cc3)C2)cc1	3	1	-0.1	-0.8	-0.1	-1	2	0.3	0.8	-4.5	-0.3
COc1ccc(NC(=O)C(=O)NCC(=O)Nc2cccc(C(F)(F)F)c2)cc1	-2	0	0.7	-0.8	0.4	0	-1	0.5	-0.9	-0.4	0.4
Cc1cc2c(cc1C)N(C(=O)CSc1nncn1C)C(C)(C)c1ssc(=S)c1-2	-2	-5	-3.7	-1.9	-1.8	15	34*	-2.3	-2.7	-1.7	-1.3
CCC(CO)NCc1sccc1C (stereo not drawn)	-5	0	-0.1	-1.2	0.7	4	-2	0.1	-1.9	1.7	-0.4
CCSc1nnc(-c2ccccc2NC(=O)CC)c(=O)[nH]1	1	-2	0.6	-1.4	0.0	1	3	-1.5	-1.4	-1.9	-0.6

Quoted at random: 4 entries already listed.
compound	PLCb3 inh	SMARCA2 activ	GAA850 FXN act	ssDAF12 agonist	DAX1 inh-1	NR1D1 modulator	HGIII-sPLA2 inh	hcDAF-12 act	PG9 Ab binder	hgDAF12 agonist	DAX1 inh-2
Cc1cc2c(cc1C)N(C(=O)CSc1nncn1C)C(C)(C)c1ssc(=S)c1-2	-2	-5	-3.7	-1.9	-1.8	15	34*	-2.3	-2.7	-1.7	-1.3
COc1ccccc1-c1ncn(Cc2cccc(-c3ccccc3)c2)c1-c1cc(C)cc(C)c1	-3	-6	.	-1.0	.	6	-3	-1.8	-1.4	-2.9	-0.3
Nc1nc(NCc2ccco2)nc(N2CCCC2)c1[N+](=O)[O-]	-1	-1	3.3	-2.0	2.7	5	-4	-1.1	-2.0	-2.4	0.2
CC1Cc2ccccc2N1Cc1cc(=O)c(OCC(=O)Nc2ccccc2)co1 (stereo not drawn)	-16	-3	0.0	-0.7	-1.3	2	-10	-0.9	2.3	-1.9	-2.5

Next section
compound	PLCb3 inh	SMARCA2 activ	GAA850 FXN act	ssDAF12 agonist	DAX1 inh-1	NR1D1 modulator	HGIII-sPLA2 inh	hcDAF-12 act	PG9 Ab binder	hgDAF12 agonist	DAX1 inh-2
COc1cc2nc(CN3CCN(S(=O)(=O)c4ccccc4[N+](=O)[O-])CC3)[nH]c(=O)c2cc1OC	-4	0	1.3	-1.9	-0.4	-1	-5	-0.2	-1.1	3.4	-1.6
Cc1cc(-c2ccc(S(=O)(=O)N(C)Cc3ccccc3)cc2)on1	-4	-1	-1.8	-1.0	0.4	-10	5	1.3	-0.8	-1.9	0.3
CCn1c(=O)[nH]c(=O)c2c(N)c(C(=O)c3cc(F)ccc3F)sc21	-6	2	8.7*	-1.2	-0.1	-1	4	-1.5	-1.7	-1.3	-1.5
CCN(CC)C(=O)C1=C(C)N(Cc2ccc(OC)cc2)C(=O)C(CC(=O)NCCCN(C)C)C1 (stereo not drawn)	1	5	-0.6	-1.1	0.5	-4	2	1.1	-1.1	-1.9	0.7
COc1ccc(C(=O)c2ccccc2Cl)cc1OC	1	2	4.9	-0.8	-1.3	-2	5	-1.6	0.3	-3.5	0.2
Cc1cccc(N2C(=O)c3cccc4c(N5CCCCC5)c([N+](=O)[O-])cc(c34)C2=O)c1C	1	1	1.0	-0.6	-1.2	2	3	1.6	-1.0	-1.0	0.1
COc1ccc(/C=C(\C#N)C(=O)OCC(=O)Nc2c(C)cccc2C)cc1	-1	-1	-0.2	-1.4	0.8	7	-3	-2.6	-1.0	-2.1	-0.4
O=C(Nc1ccccc1N1CCCCC1)c1cc(S(=O)(=O)N2CCOCC2)ccc1Cl	-10	-1	-0.6	-1.5	-0.1	-6	-2	-2.4	0.2	0.0	0.1
COC(=O)Cn1c(C)c(/C=C/c2cc[n+](C)cc2)c2ccccc21	-78	-1	1.8	-1.7	1.1	154*	-7	0.2	-9.6	-2.7	0.4
CC12CCC(C(=O)NNC(=O)c3ccc(F)cc3)(OC1=O)C2(C)C (stereo not drawn)	-5	-1	-0.2	-0.7	-0.2	-3	5	-0.7	-0.1	1.1	0.5
CC(=O)Nc1ccc(CNc2nc(NC(C)C)nc3ccsc23)cc1	-4	0	-0.1	-0.5	.	8	5	0.6	0.1	0.9	0.1
CCN(CC(=O)NCc1cccs1)C(=O)COc1cccc(C(F)(F)F)c1	-1	5	1.0	-0.8	0.2	-6	-12	-1.4	-1.4	1.9	0.7
Cc1ccc(C)c2[nH]c(=O)c(CCNC(=O)Cc3cccs3)cc12	-1	-2	0.2	-1.3	-0.4	-6	0	0.9	0.8	0.5	-0.2
COC(=O)c1ccc(NC(=O)CSc2nncn2C)cc1	3	1	-0.7	-0.6	-0.5	-2	-2	0.9	-0.3	2.4	-0.7
Cc1nnc2c(-c3ccccc3)nc3ccccc3n12	4	7	2.0	-1.4	0.2	1	3	-1.1	-0.7	0.5	0.0
COc1ccc(C(=O)Nc2ccc(NS(=O)(=O)c3ccccc3)cc2)cc1OC	-8	-2	1.5	-1.1	-0.2	0	-3	-2.0	-1.0	2.4	-0.5
CCCOC(=O)C1NC(=O)N2C(C(=O)OCCC)C(C)(C)S[C@H]12 (stereo partly drawn)	1	-1	-0.7	-1.0	0.9	0	-3	0.5	-1.0	-0.6	-0.6
O=C(NC1=C(Nc2ccc(F)cc2)C(=O)c2ccccc2C1=O)c1ccc(Cl)cc1	6	1	-2.5	0.1	-1.1	-3	7	-0.7	-2.7	-0.3	-0.4
O=[N+]([O-])c1nc2ccccc2[nH]1	-1	-1	0.1	-1.1	0.4	2	12	-0.7	1.9	-2.0	-0.2
CCCCNC(=O)c1cc(C)nn1-c1ccccc1	-7	-3	1.0	-1.5	1.5	-1	5	-1.2	0.8	1.0	0.0
CCOP(=O)(OCC)C(Nc1ccc([N+](=O)[O-])cc1)c1ccc(Cl)cc1 (stereo not drawn)	1	1	-2.5	-1.2	1.3	-1	-12	0.1	0.9	2.4	-1.3
O=C(NCCCCc1ccccc1)c1ccc(Br)o1	-16	-2	1.1	-0.9	0.0	-5	-6	-0.4	-1.2	-0.5	-0.3
COc1ccc(OCC(=O)Nc2ccc(S(=O)(=O)Nc3cc(C)nc(C)n3)cc2)cc1	2	2	-0.6	-1.5	0.8	5	2	-1.6	3.0	0.6	-0.3
Cc1nn(-c2ccccc2)c(Cl)c1/C=N/NC(=O)OC(C)(C)C	3	3	-2.6	-0.3	-0.2	2	-6	-3.0	-0.5	0.3	0.1
CC1CN(C(=O)c2cccs2)CC(C)O1 (stereo not drawn)	5	3	3.0	-1.2	2.5	-8	6	-1.0	-1.7	-1.0	-0.6
Cc1cc(S(=O)(=O)N2CCc3ccccc3C2)ccc1F	1	-4	1.6	-0.5	2.5	4	12	1.0	-2.1	0.5	0.1
COc1cc(CC(NC(C)=O)C(=O)NC2CCN(C(=O)C3CC3)CC2)cc(OC)c1 (stereo not drawn)	-1	-2	0.8	-1.4	1.2	-5	5	-1.4	0.8	-1.2	-0.5
CC(C)[C@H]1CN=C2N(C[C@H](C)NC(=O)CCC3CCCCC3)[C@H](Cc3ccc(O)cc3)CN21	0	1	0.6	-0.8	-0.7	3	-4	-0.1	-0.1	-2.1	0.6
CCOC(=O)c1sc(NC(=O)Cc2c(F)cccc2Cl)nc1C	-2	5	0.2	-1.2	0.2	0	-4	-1.9	1.0	-2.2	-0.1
CC1CC1C(=O)OCC(=O)NNC(=O)c1ccc([N+](=O)[O-])cc1 (stereo not drawn)	-3	-2	1.7	-1.8	1.2	1	9	-2.1	-0.6	0.0	-1.2
Cc1nc2ccccc2c2oc(C(=O)N3CC(C)CC(C)C3)cc12 (stereo not drawn)	-4	-1	2.8	-1.0	-0.2	2	-1	-2.1	-0.3	-0.6	-0.2
Cc1ccc(C(C)NC(=O)c2cccnc2)cc1 (stereo not drawn)	-7	-6	0.2	-1.1	1.1	-2	5	-0.1	-1.6	0.1	-0.3
CCOc1ccc(NC(=O)N2CCC(n3nnc4ccccc43)CC2)cc1	0	1	1.7	-0.7	0.0	2	-2	-0.3	0.8	-1.4	0.6
